# High-throughput results (PubChem)
# INS promoter inh: TRM-6 insulin promoter activity inhibition; 130,000 compounds, 0.9% hits; AID 1273; TRM-6 cells (human fetal islet line), insulin promoter-eGFP reporter, imaging; reporter expression induced with tamoxifen; inhibition, % at 2 µM;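 active = inhibition above the mean plus 3 SD, with well images judged a real hit on visual review, cut at about 60% in these data, passing the limit was not always enough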
# SDO1 yeast rescue: restores growth of sdo1-depleted yeast. 140,000 compounds, 0.21% hits. S. cerevisiae sdo1-depleted JHY4D growth rescue, OD600 30 h; stronger effect = higher value; pdr5 snq2 efflux-pump mutant strain. z-score at 10 µM. AID 817;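 active = z-score above 3 at both the 24 hr and the 30 hr optical density reads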;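 also: z-score against mean and SD of all compound wells on the same plate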
# SDO1 yeast rescue Rescue 24 h: further read-out of SDO1 yeast rescue, marked with its call; z-score; S. cerevisiae sdo1-depleted JHY4D growth rescue, OD600; measured here: growth rescue at 24 h;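 0 is the plate mean of compound wells and units are plate SD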
# Active calls of the source: *; i = inactive; / = no result given; & = joins results of further samples. The list is partial; the hit share may differ from the screen's.
SMILES,INS promoter inh,SDO1 yeast rescue,SDO1 yeast rescue Rescue 24 h
CC1(C)Cc2nc3oc4c(NCc5ccccc5)ncnc4c3cc2CO1,/,0.33,0.12
CC(=O)c1ccc(NC(=O)C2C3C=CC(C3=C(c3ccccc3)c3ccccc3)C2C(=O)O)cc1 (stereo unspecified),0,/,/
NNC(=O)CN1CCCc2ccccc21,-11,/,/
O=c1c2cnn(-c3ccccc3)c2nnn1/N=C/c1cccnc1,14,-0.27,-1.2
Brc1ccccc1C1=Nn2c(nnc2-c2ccccc2)SC1,/,-2.1,-1.6
CC(=O)Nc1nc(C)c(S(N)(=O)=O)s1,-10,0.58,0.28
Nc1ccc(Nc2nc(-c3ccncc3)cs2)cc1,71,0.84,0.99
Cn1c(SCc2nc3ccccc3[nH]2)nnc1-c1cccnc1,-48,-0.24,-0.98
C/C(Sc1nnc(Cc2ccccc2)o1)=C(/O)c1ccccc1,64,-0.14,-0.01
Cc1cc(C)c(-c2csc(NC(=O)c3cc([N+](=O)[O-])ccc3N3CCOCC3)n2)c(C)c1,-19,0.33,-0.07
Cc1ccc(C(C(=O)NCc2ccco2)N(C(=O)CNC(=O)c2cccs2)c2c(C)cccc2C)cc1 (stereo unspecified),/,-0.52,0.26
CCOc1cc(S(=O)(=O)N2CCCC2)ccc1Cl,32,0.28,-0.19
OCc1nc(CO)n(Cc2ccccc2)n1,20,-0.68,0.06
Cc1cc(=O)oc(C)c1C(=O)NCC(C)NC(=O)c1c(C)cc(=O)oc1C (stereo unspecified),/,2,0.83
CC1(c2ccccc2)NC(=O)N(CC(=O)Nc2cccc(C#N)c2)C1=O (stereo unspecified),-4,1.5,1.8
Cc1c(N=Cc2c(O)n(C)c(=O)c3ccccc23)c(=O)n(-c2ccccc2)n1C,3,-1,-1.2
CC(C)(C)NCc1cc(Cl)ccc1OCc1cccs1,/,1.8,2.1
O=C(CCNS(=O)(=O)c1cccc2nsnc12)NCc1ccccc1Cl,-50,/,/
COc1cc(S(=O)(=O)N2CCCCCC2)c(OC)cc1Br,/,-1.6,-1
O=C(NCc1n[nH]c(=S)n1-c1ccc(F)cc1)c1ccco1,-157,1.1,0.74
Cc1ccc(C2=N/C(=C\c3ccc(OS(=O)(=O)c4ccc(C)cc4)cc3)C(=O)O2)cc1,/,0.39,0.51
COc1cccc(C(=O)N(Cc2nc(-c3ccc(C)cc3)no2)C(C)C)c1,-256,-1.2,-0.94
CCc1ccc(-c2nc(CN3CCC(C(=O)NCc4ccccc4OC)CC3)c(C)o2)cc1,/,-0.07,0.4
Cc1cc(C(=O)Nc2ccc(S(=O)(=O)Nc3nccs3)cc2)c(C)o1,-30,0.56,-0.45
COc1cccc(CNC(=O)CSc2cc(=O)n(C)c3ccccc23)c1,40,/,/
CCOC(=O)N1CCN(S(=O)(=O)c2cc(Br)cnc2N)CC1,-58,-0.83,-1.2
COc1cc(OC)c(NC(=O)CCCn2c(=O)oc3ccccc32)cc1Cl,-7,-0.15,-0.64
CC1Cc2cc(/C(O)=C3\C(=O)C(=O)N(CCN(C)C)C3c3ccccc3F)ccc2O1 (stereo unspecified),19,1.7,1.7
O=[n+]1c2c(n([O-])c3ccccc31)CCC2,-20,0.63,-0.05
N#CCCNc1ccc(OCCC#N)cc1,/,0.7,0.49
Cc1ccc(-n2c(CSc3nc(C)cc(C)n3)nnc2SCC(=O)N2CCCC2)cc1,36,-0.44,-1.1
Cc1ccc(-n2nnnc2SCC(=O)N2CCc3ccccc3C2)cc1,8,-0.45,-0.25
NS(=O)(=O)c1ccc(NC(=S)NCc2cccc(Cl)c2)cc1,/,1.1,1.1
Cc1c(N=C2NC(=O)C(CC(=O)Nc3ccccc3)S2)c(=O)n(-c2ccccc2)n1C (stereo unspecified),-231,-0.65,-0.91
O=C(NC1(C(F)(F)F)NC(=O)N(Cc2ccccc2)C1=O)c1cccs1 (stereo unspecified),-58,/,/
COc1ccccc1C1=NNC(=Nc2cccc(S(=O)(=O)N(C)C)c2)SC1,21,/,/
c1ccc(CN2CN=C(Nc3nc4ccccc4s3)NC2)cc1,-56,1.2,-0.64
CCOC(=O)c1ccc(S(=O)(=O)NC2CCCCCCC2)n1C,-188,-0.36,0.16
Cc1cc(C)c(S(=O)(=O)N2CCCOC2CNC(=O)C(=O)NCc2ccco2)c(C)c1 (stereo unspecified),/,0.33,0.26
CCCn1nnc(NC(=O)c2ccc(-c3cccc(Cl)c3)o2)n1,-11,-0.44,-0.23
COc1ccc(-c2nc3ccccc3nc2-c2ccccc2)cc1,61,/,/
c1ccc(Nc2nc(-c3ccncc3)nc3ccccc23)cc1,/,-1.4,-0.98
O=C(NCC1CCCO1)c1ccc(S(=O)(=O)N2CCC(c3nc4ccc(Cl)cc4[nH]3)CC2)cc1 (stereo unspecified),-29,0.6,0.03
COC(=O)c1ccc(/C=N\n2c(C)nnc2C)cc1,-7,1.2,1.2
Cc1ccc(CN2CCN(/N=C/c3cccn3C)CC2)c(C)c1,-133,/,/
CCCn1c(N)c(C(c2ccc(C(=O)OC)cc2)N2CCN(c3ccccc3)CC2)c(=O)[nH]c1=O (stereo unspecified),/,0.43,0.26
O=C(/C=C/c1ccco1)NCC(=O)N/N=C/c1ccccc1[N+](=O)[O-],25,/,/
S=c1nc(C2CCCCC2)n(-c2ccccc2)[nH]1,36,/,/
COC(=O)C1=C(C)Nc2nnnn2C1c1ccccc1Cl (stereo unspecified),-8,1.3,0.81
CC[n+]1cccc(-c2nc3ccccc3s2)c1,-14,/,/
COc1ccccc1NC(=O)Cn1cnc2c(cnn2-c2ccccc2)c1=O,-50,-0.4&-1.1,0.31&-0.98
N#Cc1cc2c(nc1SCC(=O)N1CCOCC1)CCCCC2,/,1.3,0.57
Cc1cccc(NC(=O)CN2C(=O)CSC2=O)c1,-14,/,/
CC(C)Nc1nc(C#N)nc(NC(C)C)n1,/,1.3,1.1
CCn1ncc(/C=N\NC(=O)Cc2ccc([N+](=O)[O-])cc2)c1C,14,0.74,0.2
Cc1ccc(NC(=O)CN2C(=O)N/C(=C/c3ccc(C)o3)C2=O)cc1,-10,-0.59,0.7
CC(C)(C)C(=O)N1N=C(c2ccc(NS(C)(=O)=O)cc2)CC1c1cccs1 (stereo unspecified),-40,/,/
Cc1ccc(C2=NC(C)(C)N=C2SCC(=O)Nc2ccc(Cl)cc2)cc1,-32,-1.5,-0.44
COc1ccccc1NC(=O)NCCN1C(=O)C2C3C=CC(C3)C2C1=O (stereo unspecified),/,0.12,-0.64
CCOC(=O)c1c(CN2CCN(C)CC2)oc2ccc(O)cc12,-44,1.7,1.9

# Carrying on.
SMILES,INS promoter inh,SDO1 yeast rescue,SDO1 yeast rescue Rescue 24 h
CCOc1ccc(C(=O)NCCCN2CCCC2=O)cc1,45,-0.22,-0.06
O=c1c(-c2ccc(Cl)cc2)cnc2n1CCS2,5,/,/
O=C1C2CC=CCC2C(=O)N1c1ccc(NCCc2ccccc2)c([N+](=O)[O-])c1 (stereo unspecified),-73,0.14,-0.9
CCS(=O)(=O)N1CCC(C(=O)NCCN2CCOCC2)CC1,-11,-0.9,-0.33
COC(=O)c1sc2nc3c(cc2c1N)COC(C)(C)C3,32,0.5,-0.4
O=C(N/N=C/c1ccc(O)cc1)c1cc(-c2ccc3c(c2)OCO3)n[nH]1,/,0.37,-0.14
CC(C)N(c1nnc(N)s1)C(C)C,-52,0.51,-0.42
O=C(COC(=O)c1ccc2ccccc2c1)NCCCc1ccccc1,/,-0.54,-0.42
CC(=O)Nc1ccc(OC(=O)C(CCS(C)(=O)=O)N2C(=O)c3ccccc3C2=O)cc1 (stereo unspecified),-361,0.29,0.01
O=C1c2ccccc2C(=O)C1c1ccc(O)cc1,-86,/,/
CC1CN(C(=O)c2ccc(CNS(=O)(=O)c3cccc(C(F)(F)F)c3)cc2)CC(C)O1 (stereo unspecified),33,0.41,0.07
Fc1ccc(-n2c(Cc3ccccc3)nnc2SCc2nc(-c3cccs3)no2)cc1,-35,-1.1,-0.28
C=CCn1c(C(CCCC)CC(C)O)n[nH]c1=S (stereo unspecified),31,1.8,2.4
CCN(CC)CCNC(=O)COc1ccc(Cl)cc1Cl,-49,0.17,-0.37
Cc1ccc(-n2nnnc2SCC(=O)NC2CCCc3ccccc32)c(C)c1 (stereo unspecified),-31,-0.53,-0.26

# Entries of single compounds, quoted from the list. Order of values: INS promoter inh | SDO1 yeast rescue | SDO1 yeast rescue Rescue 24 h
# COC(=O)c1sc2nc3c(cc2c1N)COC(C)(C)C3 is listed as 32 | 0.5 | -0.4
# Fc1ccc(-n2c(Cc3ccccc3)nnc2SCc2nc(-c3cccs3)no2)cc1 is listed as -35 | -1.1 | -0.28
# O=C(N/N=C/c1ccc(O)cc1)c1cc(-c2ccc3c(c2)OCO3)n[nH]1 is listed as / | 0.37 | -0.14
# O=c1c(-c2ccc(Cl)cc2)cnc2n1CCS2 is listed as 5 | / | /
# CC1CN(C(=O)c2ccc(CNS(=O)(=O)c3cccc(C(F)(F)F)c3)cc2)CC(C)O1 (stereo unspecified) is listed as 33 | 0.41 | 0.07

# The results go on.
SMILES,INS promoter inh,SDO1 yeast rescue,SDO1 yeast rescue Rescue 24 h
COc1ccc(NC(=O)C2CCN(C(=O)Cc3ccccc3)CC2)cc1OC,14,/,/
COc1ccc(CCN2C(=O)CC(C(C)c3ccccc3)C2=O)cc1OC (stereo unspecified),-92,/,/
CCSC1=C(C#N)C(=O)n2c1cc1c2CCCC1,/,-1.2,-0.83
COc1cccc(C(=O)Oc2cc(C)[nH]c(=O)c2[N+](=O)[O-])c1,15,/,/
Cc1ccc(Cl)cc1N1CCN(S(=O)(=O)c2cccc(S(=O)(=O)N3CCCC3)c2)CC1,-23,-0.47,-0.1
Cc1ccc(NC(=O)c2ccc(OC(=O)C(C)Oc3ccc(Cl)cc3C)cc2)cc1 (stereo unspecified),32,-0.22,-0.52
O=c1n(Cc2ccccc2F)c2ccccc2n1Cc1ccccc1F,-7,-1.5,-0.38
CCCN1CNC(=S)N(c2ccccc2OC)C1,30,0.79,0.11
CC(C)CC(c1nnnn1CC1CCCO1)N1CCN(Cc2ccc3c(c2)OCO3)CC1 (stereo unspecified),-32,0.78,-0.24
O=C(COC(=O)CCc1ccc(S(=O)(=O)N2CCOCC2)cc1)NC1CCCCCC1,-14,-1.1,-2.2
Cc1ccc(Nc2c(-c3ccc(N4CCOCC4)cc3)nc3ncccn23)c(C)c1,76*,0.43,-0.67
Cc1cccc(C(=O)NCc2nnc(SCC(=O)NC(C)c3ccccc3)n2C)c1 (stereo unspecified),-43,0.48,-0.42
COc1ccccc1OCC(=O)Nc1nnc(-c2ccco2)s1,-100,-0.71,-1.4
CC1(C)Oc2ccc3ccc(=O)oc3c2C(N2CCCCC2)C1O (stereo unspecified),-15,0.14,-0.57
CC(C)(C)c1cc(C(=O)N/N=C/c2ccc(F)cc2)n(-c2ccccc2)n1,-4,-0.81,-0.57

# Next section; the last 3 above are carried over.
SMILES,INS promoter inh,SDO1 yeast rescue,SDO1 yeast rescue Rescue 24 h
COc1ccccc1OCC(=O)Nc1nnc(-c2ccco2)s1,-100,-0.71,-1.4
CC1(C)Oc2ccc3ccc(=O)oc3c2C(N2CCCCC2)C1O (stereo unspecified),-15,0.14,-0.57
CC(C)(C)c1cc(C(=O)N/N=C/c2ccc(F)cc2)n(-c2ccccc2)n1,-4,-0.81,-0.57
COCCCn1c(SCC(=O)Nc2cccc(C(=O)OC)c2)nnc1-c1ccncc1,-185,0.18,0.25
C=CCNC(=O)c1csc(-c2ccccc2)n1,20,0.83,0.25
O=C(Nc1scc(-c2cccs2)c1C(=O)O)c1cccs1,50,0.54,-0.35
CCOC(=O)Nc1ccc(NS(=O)(=O)c2ccc(C)cc2)cc1,-14,-1,-1.5
Cc1cc(C(=O)OCC(=O)N2CCc3ccccc32)c(C)o1,-175,0.88,0.38
CCCC(=O)Nc1nc(C)c(-c2csc(Nc3cc(OC)ccc3OC)n2)s1,9,-0.4,0.03
CN(C)S(=O)(=O)Oc1ccsc1C(=O)Nc1ccccc1Cl,10,-0.36,0.92
CC(=O)c1c(C)[nH]c(C(=O)Nc2ccc(C)cn2)c1C,/,0.71,0.79
Nc1cc(N)nc(SCC(=O)NCC2CCCO2)n1 (stereo unspecified),65,-0.25,-1.5
CCOc1cccc(/C(O)=C2/C(=O)C(=O)N(CCN3CCOCC3)C2c2cccnc2)c1 (stereo unspecified),i,0.79,0.19
c1ccc(-c2cnc(-c3ccccc3)nc2)cc1,36,0.44,-0.21
Cc1noc(C)c1S(=O)(=O)N1CCC(C(=O)N2CCC(N3CCCCC3)CC2)CC1,/,1,1.3
O=C(Nc1ccccc1)Nc1ccc(F)c([N+](=O)[O-])c1,29,-0.29,-1
O=S(=O)(Nc1ccncc1)c1ccccc1,/,1.4,1.4
O=C1CCCC2=C1C(c1ccc(OS(=O)(=O)c3ccc(Cl)cc3)cc1)C1=C(CCCC1=O)O2,-65,-1.2,-1.6
Cc1ccc(CC(=O)NCCCc2ccccc2)cc1,-24,-0.27,-0.28
CCc1cccc(CC)c1NC(=O)NC1CCCCC1,-7,-0.33,-0.12
Cc1ccc(/C=N/NC(=O)c2cccs2)cc1[N+](=O)[O-],42,0.43,-0.11
Cc1ccc(C2NC(=O)NC(O)(C(F)(F)F)C2C(=O)c2cccs2)o1 (stereo unspecified),29,1.1,0.93

# In a second layout: entries from further up.
mol | INS promoter inh | SDO1 yeast rescue | SDO1 yeast rescue Rescue 24 h
CCOC(=O)Nc1ccc(NS(=O)(=O)c2ccc(C)cc2)cc1 | -14 | -1 | -1.5
Cc1cccc(NC(=O)CN2C(=O)CSC2=O)c1 | -14 | / | /
N#Cc1cc2c(nc1SCC(=O)N1CCOCC1)CCCCC2 | / | 1.3 | 0.57
S=c1nc(C2CCCCC2)n(-c2ccccc2)[nH]1 | 36 | / | /
O=S(=O)(Nc1ccncc1)c1ccccc1 | / | 1.4 | 1.4
